# Bioassay records as filed in PubChem BioAssay.
# GPR35 arrestin U2OS = inhibition of zaprinast-stimulated GPR35 beta-arrestin translocation – imaging, U2OS, beta-arrestin-GFP, zaprinast agonist, primary screen (AID 2058). U2OS GPR35 beta-arrestin-GFP translocation imaging, zaprinast antagonism; higher % means a stronger effect. one-dose inhibition, % at 10 µM; IC50 in µM for titrated hits. 290,000 compounds, 0.052% hits;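 active = inhibition of at least 50% with at least 30 cells and total cytoplasm GFP at most 10,000,000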
# SV40 large T antigen = SV40 large T antigen inhibitors, biochemical (AID 1903); 310,000 compounds, 0.39% hits; inhibition, % at 20 µM; hits with a dose series show IC50 in µM; SV40 large T antigen ATPase/helicase inhibition assay; higher % means a stronger effect; in the data active = a potency from the dose series; also: strong numbers were not always called active
# West Nile virus CPE = West Nile virus antiviral activity, cell-based, CPE readout (AID 1621); West Nile virus-infected cells, CPE inhibition; higher % means a stronger effect; one-dose CPE inhibition, % at 10 µM; IC50 in µM for titrated hits; 290,000 compounds, 0.02% hits; in the data active = a potency from the dose series; also: strong numbers were not always called active
# LYP inhibition = PTPN22 lymphoid phosphatase activity blockers – biochemical, fluorescence intensity, uHTS (AID 1779); 290,000 compounds, 0.054% hits; recombinant LYP phosphatase, fluorescence intensity; higher % means a stronger effect; one-dose inhibition, % at 11.5 µM; IC50 in µM for titrated hits; in the data active = inhibition above about 50%;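 also: plate controls were vehicle with enzyme for no effect and no enzyme for full effect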
# Rac1 GTP hydrolysis = MgcRacGAP GTPase-activating activity inhibitors, confirmation, biochemical, ADP Hunter fluorescence | 340,000 compounds, 0.6% hits | AID 624330 | inhibition, % at 30 µM; hits with a dose series show IC50 in µM | MgcRacGAP-stimulated Rac1 GTP hydrolysis, ADP Hunter fluorescence; higher % means a stronger effect; GST-tagged Rac1 F28L mutant substrate;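 active = first-screen hits whose inhibition reached a set limit at any dose in the follow-up dose series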;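 also: fluorescence reports GDP produced by GAP-driven GTP hydrolysis; strong numbers were not always called active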
# NS5 inhibitors = flavivirus cap methylation enzyme inhibition – biochemical, confirmation dose response, primary screen (AID 588689). Dengue-2 NS5 methyltransferase capping enzyme assay, biochemical; higher % means a stronger effect. one-dose inhibition, % at 25 µM; IC50 in µM for titrated hits. 340,000 compounds, 0.3% hits; in the data active = a potency from the dose series
# CSM14.1 death rescue = protection against thapsigargin-triggered cell killing – 384-well, CSM14.1, ATP luminescence, primary screen (AID 1222). CSM14.1 thapsigargin-induced death rescue, ATP luminescence; higher % means a stronger effect. cellular ATP content (survival), % at 20 µM, or EC50 in µM where a hit was titrated. 190,000 tested, under 10 active;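 active = EC50 below 50 µM in the dose-response confirmation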;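 also: death triggered by thapsigargin at about 15 µM added after 2 h compound pretreatment; cell ATP read after overnight thapsigargin exposure of roughly 18 to 22 hours; normalized against plate controls of thapsigargin alone and 5% DMSO vehicle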
# Salmonella PhoP GFP = inhibitors of PhoP regulon expression, primary screen, Salmonella Typhimurium, GFP reporter (AID 1863) | S. Typhimurium PhoP-regulated promoter GFP reporter, 4 h; higher % means a stronger effect | 300,000 compounds, 0.16% hits | inhibition, % at 50 µM, or IC50 in µM where a hit was titrated;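 active = inhibition over 29.93%, a cutoff 3 SD above the screen mean, later confirmed by dose response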;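 also: 0% = low Mg2+ inducing control and 100% = high Mg2+ repressing control; strong numbers were not always called active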
# RSV antiviral HEp-2 = RSV antiviral activity via CPE protection, HEp-2 cells, primary 10 µM value included (AID 2391); HEp-2 cells, RSV-induced CPE inhibition; higher % means a stronger effect; CPE inhibition, % at 10 µM, or IC50 in µM where a hit was titrated; 310,000 compounds, 0.13% hits; in the data active = a potency from the dose series; also: strong numbers were not always called active
# NS5 inhibitors pilot replicate = further read-out of NS5 inhibitors, marked with its call; inhibition, %; measured here: pilot screen replicate inhibition
# * = called active by the depositor; nt = no result given.
SMILES,GPR35 arrestin U2OS,SV40 large T antigen,West Nile virus CPE,LYP inhibition,Rac1 GTP hydrolysis,NS5 inhibitors,CSM14.1 death rescue,Salmonella PhoP GFP,RSV antiviral HEp-2,others
Cc1ccccc1NC(=O)C1CCN(c2cc(-c3ccccc3)nc3ncnn23)CC1,9%,6%,-0.4%,-5%,10%,-1%,0.4%,-3%,1.4%,
Cn1cccc1C(=O)OCc1csc(-c2ccccc2)n1,26%,-5%,-0.7%,-2%,5%,-4%,-3.5%,40%,5.0%,
CN1CCCN(C(=O)c2cc(-c3ccc(Cl)c(Cl)c3Cl)nc3ccccc23)CC1,-7%,11%,3.3%,1%,1%,4%,-0.8%,0%,-0.6%,
CCOC(=O)C(C)Oc1cccc2c(=O)n(CC(=O)Nc3ccc(OCC)cc3)ccc12 (centres undefined),6%,2%,0.1%,-1%,13%,0%,-0.5%,-5%,0.0%,
CCn1ncc(C2=NOC(C(=O)Nc3cccnc3)C2)c1C (centres undefined),-13%,6%,-0.4%,-7%,6%,-2%,0.5%,-3%,-0.9%,
CCCN1C(=O)c2ccc(C(=O)Nc3ccccc3C(=O)O)cc2C1=O,-9%,5%,0.5%,-3%,7%,-1%,nt,-7%,1.8%,
CC(C)(C)c1ccc(-c2nc(-c3ccncc3)no2)cc1,-1%,1%,-0.9%,4%,4%,-12%,0.7%,-7%,1.6%,
CSc1ccccc1C(=O)Nc1cccc([N+](=O)[O-])c1C,2%,12%,-0.5%,-1%,-6%,-6%,2.3%,-7%,-0.2%,
COc1ccc(Cl)cc1NC(=O)C1CC(=O)N(C2CCCCC2)C1 (centres undefined),-4%,13%,-0.9%,-9%,4%,-5%,nt,0%,1.6%,
CC(C)CC(=O)NNC(=S)Nc1ccc(S(N)(=O)=O)cc1,-16%,10%,-0.3%,-5%,2%,-10%,0.6%,-3%,1.1%,
CCCCC(CC)CNC(=O)Cn1c(=S)[nH]c2ncccc2c1=O (centres undefined),6%,10%,-0.4%,-2%,nt,nt,0.4%,0%,2.2%,
CCCc1ncc(C(O)(c2ccccc2)c2ccccc2)n1C,-6%,8%,-0.4%,-3%,5%,-6%,-1.5%,-8%,-0.2%,
O=C(CSc1nc2ccccc2o1)Nc1nncs1,-4%,4%,1.0%,-5%,4%,-4%,3.2%,-2%,-0.9%,
Cc1ccc(/C=C2\CCCC3=C2NC(=S)NC3c2ccc(C)cc2)cc1 (centres undefined),-21%,3%,-1.3%,5%,4%,27%,-2.7%,7%,1.1%,
O=[N+]([O-])c1ccc(-n2nnnc2CN2CCCCC2)cc1,7%,-1%,0.1%,0%,4%,-6%,1.9%,11%,0.4%,
S=c1nc(-c2ccccc2)[nH]c2ccc(Br)cc12,3%,5%,-1.0%,-6%,3%,-5%,nt,-8%,3.7%,
On1c(-c2ccc(Cl)cc2Cl)nc2ncccc21,15%,7%,-0.9%,-5%,11%,-9%,nt,-6%,2.6%,
CCC(=O)Oc1ccc(-c2cnc3ccccc3n2)cc1,22%,12%,-0.2%,-5%,25%,-6%,-0.7%,-22%,5.3%,
c1cnc(N2CCN(c3nc4ccccc4n4cnnc34)CC2)nc1,7%,16%,1.6%,-9%,2%,1%,-1.3%,-3%,3.4%,
O=C(O)CCC(=O)Nc1ccc(N2CCCCCC2)cc1,-19%,29%,nt,-10%,-5%,32%,-3.3%,-14%,0.5%,
CCC(C)NC(=O)N[C@@H](Cc1ccccc1)C(=O)O (some centres undefined),2%,3%,0.4%,-3%,2%,10%,-1.4%,-16%,-0.8%,
O=C(CCC(=O)N/N=C/c1cc(Cl)cc(Cl)c1O)NCc1ccccc1,9%,10%,-1.3%,-7%,3%,-2%,0.5%,0%,1.7%,
CCN(CC)S(=O)(=O)c1ccc(OC)c(NC(=O)c2ccc3c(c2)OCO3)c1,7%,3%,-0.3%,2%,6%,2%,-1.5%,0%,0.2%,
COc1ccc(C(=O)N2CCOC2CNC(=O)C(=O)NCCc2ccccc2OC)cc1 (centres undefined),-3%,15%,-0.9%,-10%,8%,0%,nt,-6%,1.8%,
CCOC(=O)C1(CC2CC2)CCN(Cc2ccc3cccc(F)c3n2)CC1,-10%,24%,-2.0%,-8%,-5%,-9%,-1.5%,-9%,-0.4%,
CC1CCc2c(sc(Nc3nc4c(F)cccc4s3)c2C(N)=O)C1 (centres undefined),-12%,14%,0.6%,6%,20%,-28%,-2.3%,2%,6.3%,
CCc1ccccc1NC(=O)Cn1nc(C)n2cccc2c1=O,16%,3%,0.1%,-8%,-5%,-14%,nt,-2%,2.3%,
CN(Cc1ccccc1)C(=O)Cn1c(=O)oc2cc(S(=O)(=O)NCc3ccccc3)ccc21,-3%,7%,-0.3%,-3%,-4%,-6%,-0.3%,9%,0.8%,
CC1CCN(S(=O)(=O)c2ccc3c(c2)C(=NO)c2cc(S(=O)(=O)N4CCC(C)CC4)ccc2-3)CC1,0%,0%,-0.8%,0%,17%,-2%,-1.6%,2%,-3.6%,
CN(C)Cc1ccccc1Sc1ccc(Br)cc1,6%,10%,-0.1%,-4%,0%,-9%,2.3%,6%,1.7%,

# By substructure: the compounds so far with fluorine (2)
SMILES,GPR35 arrestin U2OS,SV40 large T antigen,West Nile virus CPE,LYP inhibition,Rac1 GTP hydrolysis,NS5 inhibitors,CSM14.1 death rescue,Salmonella PhoP GFP,RSV antiviral HEp-2,others
CCOC(=O)C1(CC2CC2)CCN(Cc2ccc3cccc(F)c3n2)CC1,-10%,24%,-2.0%,-8%,-5%,-9%,-1.5%,-9%,-0.4%,
CC1CCc2c(sc(Nc3nc4c(F)cccc4s3)c2C(N)=O)C1 (centres undefined),-12%,14%,0.6%,6%,20%,-28%,-2.3%,2%,6.3%,

# By substructure, those above containing bromine (two)
SMILES,GPR35 arrestin U2OS,SV40 large T antigen,West Nile virus CPE,LYP inhibition,Rac1 GTP hydrolysis,NS5 inhibitors,CSM14.1 death rescue,Salmonella PhoP GFP,RSV antiviral HEp-2,others
S=c1nc(-c2ccccc2)[nH]c2ccc(Br)cc12,3%,5%,-1.0%,-6%,3%,-5%,nt,-8%,3.7%,
CN(C)Cc1ccccc1Sc1ccc(Br)cc1,6%,10%,-0.1%,-4%,0%,-9%,2.3%,6%,1.7%,

# (more compounds)
SMILES,GPR35 arrestin U2OS,SV40 large T antigen,West Nile virus CPE,LYP inhibition,Rac1 GTP hydrolysis,NS5 inhibitors,CSM14.1 death rescue,Salmonella PhoP GFP,RSV antiviral HEp-2,others
CCc1ccc(OCC(=O)N2CC(C(N)=O)Oc3ccccc32)cc1 (centres undefined),-13%,1%,-0.1%,-5%,4%,-6%,nt,-3%,-0.2%,
CCc1ccc2nc(NC(=O)c3ccc4c(=O)[nH]c(CN5CCOCC5)nc4c3)sc2c1,-7%,3%,1.1%,-4%,nt,nt,-1.1%,-21%,3.5%,
C#CCOCCOCCOCCNc1nc(N2CCN(C(=O)Cn3cc(CCCCN)nn3)CC2)nc(N2CCN(C(=O)Cn3cc(CCCN=C(N)N)nn3)CC2)n1,nt,-4%,nt,nt,8%,-1%,nt,nt,-0.4%,
c1nc(COc2nsnc2N2CCOCC2)cs1,-6%,0%,-0.4%,-8%,3%,4%,-1.6%,9%,0.9%,
O=C(Nc1cccc(-c2nc3ccccc3[nH]2)c1)c1cccc(NC(=O)c2ccco2)c1,-8%,10%,2.8%,-16%,12%,-12%,nt,1%,-0.4%,
Cc1cccc(NCC(=O)N/N=C\c2c[nH]c3ccccc23)c1,7%,6%,0.3%,-1%,6%,1%,0.7%,-8%,3.6%,
O=C1NNC(c2ccccc2)=N/C1=C\c1ccc(Cl)cc1,-4%,9%,-0.4%,-8%,nt,nt,nt,-8%,1.9%,
Clc1ccc(Cc2noc(CN3CCN(c4ccccc4)CC3)n2)c(Cl)c1,-5%,4%,-1.3%,3%,-1%,3%,2.7%,11%,2.5%,
COc1cccc(CNC(=O)CCS(=O)(=O)c2ccc3c(c2)NC(=O)CS3)c1,-8%,6%,-0.1%,-10%,7%,-11%,nt,-5%,nt,
O=C(Nc1ccccc1)C1=C[C@@H](C2CCCCC2)C[C@@H](OCCCCO)O1,9%,2%,-1.0%,2%,1%,-2%,0.4%,-12%,1.4%,
O=C(NNS(=O)(=O)c1ccc([N+](=O)[O-])cc1)c1ccncc1,9%,2%,0.3%,-6%,8%,-3%,nt,13%,-0.2%,
O=C(NCCc1cnn(-c2ccccc2)c1)c1cc(COc2c(F)cccc2F)on1,12%,-2%,-2.0%,0%,7%,2%,-0.2%,-6%,18%,
O=C(CSc1nnc(-c2ccncc2)n1CC1CCCO1)Nc1cccc(O)c1 (centres undefined),-2%,9%,0.9%,-10%,5%,-3%,1.2%,-3%,3.3%,NS5 inhibitors pilot replicate=2.1
COc1cccc(COc2ccc3ccc(=O)oc3c2)c1,-8%,22%,0.0%,-8%,-1%,-6%,nt,4%,3.4%,
CN(Cc1cccc(F)c1)C(=O)c1cccc(S(=O)(=O)N2CCN(Cc3ccccc3)CC2)c1,-6%,31%,-0.2%,0%,3%,-6%,nt,2%,9.1%,
Cc1ccc2cccc(S(=O)(=O)NC3CCS(=O)(=O)C3)c2n1 (centres undefined),-15%,2%,0.1%,0%,8%,-16%,-2.1%,1%,0.3%,
CCN(C(=S)NC(=O)C1CCCC1)C1CCCCC1,0%,-4%,0.4%,-4%,5%,-2%,0.4%,3%,0.3%,
CC(C)OC(=O)c1cc(NC(=O)C2C3CCC(O3)C2C(=O)O)cc(C(=O)OC(C)C)c1 (centres undefined),-7%,15%,0.1%,3%,-5%,1%,-2.1%,7%,3.1%,
NC(=O)c1cc2ccc(O)cc2oc1=Nc1ccccc1,4%,36%,0.8%,-11%,1%,-6%,-1.2%,-5%,nt,
Cc1cc(=O)[nH]c(N/N=C/C=C/c2ccccc2)n1,-10%,9%,nt,6%,5%,0%,-1.5%,6%,2.0%,
O=c1nc(-c2ccccc2Cl)c2cc(F)ccc2[nH]1,-7%,7%,0.6%,-17%,10%,-10%,nt,-5%,0.6%,
O=C(COCc1cc(-c2cccs2)on1)NC1CCCCC1,-4%,6%,-1.5%,-11%,-9%,-3%,nt,-13%,5.2%,
C(=N\N(c1ccccc1)c1ccccc1)/c1ccccn1,-13%,-4%,-0.9%,-7%,7%,-5%,nt,11%,1.8%,
CCOC(=O)CN1C(=O)CSc2ccccc21,24%,6%,0.4%,-3%,7%,0%,-2.4%,-16%,0.3%,
CCC(C)N1CCC2(CC1)N=c1c(c3c4c5c(C)c(O)c3c(O)c1=NC(=O)C(C)=CC=C[C@H](C)[C@H](O)[C@@H](C)[C@@H](O)[C@@H](C)[C@H](OC(C)=O)[C@H](C)[C@@H](OC)C=CO[C@@](C)(O5)C4=O)N2 (some centres undefined),nt,28%,nt,nt,-3%,-4%,nt,2.7µM*,-2.2%,
CC(C)(C)c1ccc2c(c1)N(CC(=O)N1CCCC1)C(=O)CO2,-7%,8%,0.7%,-5%,6%,-4%,nt,-6%,1.5%,
Cc1ccc(C)c(NC(=O)CSc2nnc(CNC(=O)c3cccs3)o2)c1,-6%,6%,0.2%,-6%,1%,-3%,-0.1%,3%,1.5%,
COCCn1c(SCc2csc(-c3ccccc3)n2)nc2ccccc21,-6%,7%,0.6%,-1%,0%,-4%,0.8%,-7%,0.9%,
